# Source: PubChem (several laboratories)
# hiPSC survival: enhancers of human iPSC single-cell survival. hiPSC single-cell survival, ATPlite luminescence; 100% = ROCK inhibitor wells, 0% = DMSO. survival enhancement, % at 20 µM. 0.044% of 360,000 active. AID 602274; in the data active = survival enhancement above about 18%;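 also: cells exposed to compounds for 16 hours before the ATP read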
# H9c2 protect: protects H9c2 cardiomyocytes from peroxide injury; H2O2 injury protection, ATPLite, 2 h; protection from H2O2 cell death, % at 20 µM; 0.63% of 360,000 active; AID 588492;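 active = compounds giving at least 50% protection of heart cells from peroxide-induced death in the single-dose screen, raw or plate-pattern-corrected value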;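 also: 0% = DMSO wells with peroxide and 100% = DMSO wells without peroxide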
# N-glyco inh: N-linked glycosylation inhibition; D54 ERlucT glycosylation luciferase reporter, 24 h; percent of 100 nM tunicamycin response; reporter increase, % at 12.5 µM; 0.23% of 360,000 active;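 active = mean luciferase reporter signal, scaled so untreated is 0 and the glycosylation-blocking control 100, at or above a set limit in every replicate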;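 also: luciferase carries N-glycosylation sites so blocking glycosylation raises the light; 0% = median of neutral control wells and 100% = median of 100 nM tunicamycin wells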
# ABCB6 inh MLPCN: blocks the human ABCB6 transporter; Q9NP58; 0.19% of 360,000 active; K562-ABCB6 porphyrin accumulation, flow cytometry, 1 h; hits give low values; fluorescence ratio to DMSO, % at 10 µM;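 active = fluorescence ratio to DMSO below 75%, the collection mean minus 3 SD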;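 also: signal is porphyrin accumulated inside mitochondria; 100% equals median channel fluorescence of DMSO control wells; lower ratio means ABCB6 inhibition with less porphyrin fluorescence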
# aDG glyco act: increases alpha dystroglycan glycosylation; Pro5-aDG cells, alpha-DG glycosylation AlphaScreen (IIH6); 0% Pro5, 100% B10-LARGE cell signal; 0.22% of 360,000 active; activation, % at 10 µM;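 active = activation of at least 8% versus controls, or a plate z-score of at least 8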;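 also: Pro5 are CHO cells carrying HIG-tagged alpha-DG that lacks glycosylation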
# MC4R antagonist: blocks human MC4R cAMP signaling | P32245 | MC4R-expressing cells, MTII-stimulated cAMP, LANCE TR-FRET | inhibition, % at 6.5 µM | 0.48% of 360,000 active;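 active = inhibition above its plate's cutoff, the mean of tested wells on that plate plus 3 SD, cut at about 29% in these data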;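 also: 0% = Melanotan II alone and 100% = Melanotan II plus saturating MCL0020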
# Target sequence (P32245 whole entry, looked up): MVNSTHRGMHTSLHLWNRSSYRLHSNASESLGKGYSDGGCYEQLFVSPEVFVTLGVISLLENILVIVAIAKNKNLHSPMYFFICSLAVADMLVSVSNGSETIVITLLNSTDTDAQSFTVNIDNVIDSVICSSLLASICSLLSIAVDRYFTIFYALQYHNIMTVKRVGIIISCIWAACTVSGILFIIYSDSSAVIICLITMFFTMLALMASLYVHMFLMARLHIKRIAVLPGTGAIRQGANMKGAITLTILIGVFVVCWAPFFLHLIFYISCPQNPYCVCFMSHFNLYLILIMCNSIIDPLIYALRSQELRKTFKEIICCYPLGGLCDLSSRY
#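 System – human MC4R-expressing U2OS cells · Also added – Melanotan II · Dosing – one concentration, 6.5 µM nominal · Timing – 30-min compound, 1-h challenge, 1-h detection, room temperature · Measured by – Eu-cAMP/anti-cAMP TR-FRET, emission 671 nm · Replicates – singlicate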
# m5-HT2A agonist: agonists of mouse serotonin 5-HT2A receptor (HTR2A). 0.66% of 360,000 active. activation, % at 7.6 µM. CHO-K1 mHTR2A beta-arrestin complementation, luminescence; percent of 30 µM serotonin response. P35363;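 active = activation above a run cutoff, the mean activation of all tested compounds plus 3 SD, cut at about 14% in these data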;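 also: 0% = plate median of compound wells and 100% = 30 µM serotonin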
# Target sequence (P35363 whole entry, looked up): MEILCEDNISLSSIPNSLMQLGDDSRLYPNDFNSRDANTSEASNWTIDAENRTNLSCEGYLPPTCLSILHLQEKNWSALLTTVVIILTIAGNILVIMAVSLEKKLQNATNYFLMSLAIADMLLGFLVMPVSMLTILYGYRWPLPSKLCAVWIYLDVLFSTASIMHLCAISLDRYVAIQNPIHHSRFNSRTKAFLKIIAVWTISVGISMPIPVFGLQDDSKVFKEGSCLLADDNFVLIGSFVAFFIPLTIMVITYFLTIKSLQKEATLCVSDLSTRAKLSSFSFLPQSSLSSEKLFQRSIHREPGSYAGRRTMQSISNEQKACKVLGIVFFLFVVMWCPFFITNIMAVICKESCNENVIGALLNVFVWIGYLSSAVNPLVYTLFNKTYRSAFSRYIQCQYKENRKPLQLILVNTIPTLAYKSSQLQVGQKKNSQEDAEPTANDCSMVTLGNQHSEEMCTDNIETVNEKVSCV
# ABHD5-PLIN5 inh: blocks binding of human ABHD5 to perilipin-5; Q00G26+Q8WTS1; Split G. princeps luciferase complementation, luminescence, 4 h; inhibition, % at 4 µM; 0.78% of 360,000 active;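 active = inhibition above the mean inhibition across every tested compound plus 3 SD, cut at about 22% in these data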;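 also: 0% = DMSO only wells and the 100% control is not disclosed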
# MC4R ag barr: human MC4R agonism via beta-arrestin; P32245; 0.98% of 360,000 active; activation, % at 8.9 µM; U2OS MC4R beta-arrestin complementation, luminescence; percent of melanotan II response, DMSO zero;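 active = activation above a per-plate cutoff, the mean activation of sample wells on that plate plus 3 SD, cut at about 8% in these data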
# Granule exo inh: blocks lytic granule exocytosis. TALL-104 LAMP-1 surface exposure, flow cytometry; cells stimulated with thapsigargin and PMA. inhibition, % at 10 µM. 0.66% of 360,000 active;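 active = inhibition above about 55%, limit read from the data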
# Starred values were filed as active, the others as inactive; . = not tested or not shown.
no.	canonical_smiles	hiPSC survival	H9c2 protect	N-glyco inh	ABCB6 inh MLPCN	aDG glyco act	MC4R antagonist	m5-HT2A agonist	ABHD5-PLIN5 inh	MC4R ag barr	Granule exo inh
1	O=c1cc(N/N=C/c2ccccc2)[nH]c(=O)[nH]1	-0.7	2	24	97	0.0	3	-1	-17	0.2	-7
2	C/C=C(\C)C(=O)N[C@@H](C)CN1C2=NC[C@H](C(C)C)N2C[C@H]1Cc1ccc(OC)cc1	-1.7	-2	1	100	0.0	10	-2	-3	2.0	-2
3	COc1cccc2cc(C(=O)Nc3cc(C)cc(C)c3)/c(=N/NS(=O)(=O)c3ccccc3)oc12	-0.6	4	-2	98	-0.2	5	4	-2	0.4	1
4	O=c1c2ccccc2nc(SCc2nc3ccccc3s2)n1Cc1ccco1	-0.8	-12	-7	101	0.4	21	5	18	11*	10
5	COc1cc(OC)cc(OC(=O)C2CCN(C(=O)c3ccc(Cl)cc3)CC2)c1	-0.3	9	4	95	-0.3	29*	-4	6	1.6	-17
6	O=C(Nc1ccon1)Nc1cccc(Cl)c1Cl	0.6	-10	-1	95	0.2	-5	-4	1	-0.5	5
7	O=C(O)C1C2CCC(C2)C1C(=O)Nc1ccc(Cl)c(Cl)c1 (stereo not drawn)	-0.4	6	-1	97	1.2	-4	-3	3	-1.8	9
8	COc1cc(/C=N/NC(=O)c2cccc3ccccc23)cc(OC)c1OC	-0.6	-3	9	100	0.2	-5	7	0	-0.3	-2
9	Cc1nc(-c2ccc(C(=O)O)cc2)cs1	0.4	0	-1	102	0.1	9	2	0	-1.3	-7
10	Cc1ccc(O)c(Sc2cc(C)ccc2O)c1	-2.9	-12	-1	97	-0.2	2	7	-11	4.8	-1
11	NS(=O)(=O)c1ccc(CCNC(=O)c2cc([N+](=O)[O-])ccc2N2CCOCC2)cc1	0.2	2	2	102	-0.2	0	10	6	-0.1	-1
12	CCN1CCN(c2cc3nc(C)n(Cc4ccccc4)c(=O)c3cc2NC(=O)c2ccccc2F)CC1	-3.2	2	-15	103	-0.9	3	0	10	2.6	44
13	COC(=O)c1cc(S(=O)(=O)NCC2CCN(Cc3ccc(Cl)cc3)CC2)cn1C	-0.4	-1	1	100	-0.2	-2	1	5	1.2	3
14	COC(=O)[C@@H](NC(=O)N1CCC(C)CC1)C(C)C	0.2	0	2	92	0.0	8	6	-5	-0.4	-2
15	CC/C(C)=N/NC(=S)NCc1ccco1	1.1	4	1	91	1.6	11	1	1	0.6	0
16	CCN(Cc1nc(-c2ccc(OC)c(OC)c2)no1)C(=O)c1ccoc1C	-0.2	-2	1	96	0.0	19	4	3	-0.5	-12
17	C(/CCc1ccccc1)=N\n1cnnc1	-1.2	10	2	97	0.1	2	3	0	-1.1	-2
18	Cc1cc(C)cc(CN2CCC(Oc3ccc(C(=O)N4CCCC4)cc3)CC2)c1	1.3	2	3	107	0.2	-2	-5	-6	0.8	-8
19	CCC(=O)NCCc1cc2ccc(C)c(C)c2[nH]c1=O	-1.1	22	3	102	0.4	21	5	1	0.7	-4
20	N#Cc1cn(-c2ccccc2)nc1-c1ccco1	-0.3	14	0	86	0.4	-3	-1	-1	-0.1	-5
21	Cc1ccc(C(=O)OCC(=O)NC(=O)c2cccn2C)cc1[N+](=O)[O-]	-0.4	-3	-1	91	-0.1	-3	4	0	2.9	-2
22	COc1ccc2c(c1OC)C(=O)N1N=C(c3ccccc3)CC21 (stereo not drawn)	-0.7	-3	0	98	0.0	-1	-1	2	-2.1	-3
23	CCc1cc(=O)oc2c(C)c(OC(C)C(=O)N3CCC[C@@H]3C(=O)O)ccc12 (stereo partly drawn)	-1.0	0	-6	103	0.0	3	5	5	-1.2	-5
24	COc1ccc(/C=N/NC(=O)C2CCN(c3ncc(C(F)(F)F)cc3Cl)CC2)cc1	2.8	5	0	103	0.0	5	-2	1	0.8	-2
25	CCc1ccc(-c2csc(NC(=O)C3CCCO3)c2C(=O)OC(C)C)cc1 (stereo not drawn)	1.0	-13	-4	97	0.0	8	-4	-4	1.1	7
26	O=C(/C=C/c1ccc2c(c1)OCO2)NCCSCc1ccc(Cl)cc1	-0.8	-9	1	116	0.0	1	-1	-4	4.5	0
27	COc1ccccc1C(CC(=O)O)c1ccc2c(c1)OCO2 (stereo not drawn)	-0.2	5	-1	97	-0.1	7	1	4	0.4	11
28	O=C(c1cc(=O)[nH]c2ccccc12)N1CCN(S(=O)(=O)c2ccc(Cl)cc2)CC1	0.7	88*	-1	93	-0.1	24	-3	-3	-0.1	17
29	CN(c1ccccc1)S(=O)(=O)c1ccc(C(=O)N2CCc3ccccc3C2)cc1	0.1	-1	-1	94	0.5	8	-4	-2	1.7	-11
30	COc1cc(CNC[C@H]2O[C@@H](n3cnc(C(N)=O)n3)[C@H](O)[C@@H]2O)ccc1OCc1cccc(Cl)c1	-2.0	5	0	103	0.1	7	-2	1	-0.5	-3
31	CC(=O)c1cccc(Nc2nc(-c3ccccc3)cs2)c1	-0.3	-12	-7	98	0.2	4	1	-7	6.5	-1
32	COC(=O)c1ccc2nc(-c3ccc(Cl)cc3)c(Cc3ccsc3)n2c1	-0.2	.	.	121	1.0	.	5	2	.	-6
33	CCNS(=O)(=O)c1ccc(CCC(=O)Nc2ccc(C(=O)OC)cc2)cc1	-2.8	-1	2	99	0.2	8	-4	4	-2.9	-2
34	O=c1[nH]n(-c2ccc(Cl)cc2)c2ncccc12	1.9	-2	1	99	0.1	-1	3	-2	-1.4	-1
35	C[C@H](CO)N1C[C@H](C)[C@H](CN(C)S(=O)(=O)c2cccc(F)c2)OCc2ccccc2-c2c(n(C)c3ccccc23)C1=O	4.3	-7	-2	97	0.1	11	-3	5	-0.2	2
36	Cc1ccc(SCCNC(=O)c2cccc([N+](=O)[O-])c2C)cc1	-2.3	1	1	98	0.1	7	1	1	0.0	-1
37	CC(C)C1C(=O)N(Cc2cn(Cc3ccco3)nn2)CCS(=O)(=O)N1Cc1ccc(-c2ccc(F)cc2)cc1 (stereo not drawn)	0.1	-10	-5	101	0.0	4	-7	0	-0.8	10
38	CN(C(=O)CSc1nc2ccccc2c(=O)n1-c1ccccc1Cl)C1CCS(=O)(=O)C1 (stereo not drawn)	2.7	7	0	96	-0.3	-8	2	-1	-1.2	-4
39	CN(Cc1ccccc1)C(=O)C1CCN(S(=O)(=O)c2cccc3nsnc23)CC1	-0.1	2	-3	98	-0.2	11	-4	-1	0.5	6
40	CCOC(=O)c1ccccc1NC(=O)CSc1nc(N)cc(=O)[nH]1	-0.4	1	9	98	-0.2	13	-3	-6	1.0	5
41	O=C(C1=C[C@H](C2CC2)C[C@H](OCCCCO)O1)N1CCN(Cc2ccccc2)CC1	2.0	3	2	97	0.3	-2	2	-2	-1.2	1
42	Cc1ccc(S(=O)(=O)N2C3C=CC(C3)C2C(=O)O)cc1 (stereo not drawn)	-1.7	-1	-1	101	0.0	-7	-2	-7	1.8	-6
43	O=C(/C=C/c1ccc(Cl)cc1)Nc1cc(S(=O)(=O)N2CCOCC2)ccc1N1CCOCC1	3.2	-3	1	96	0.0	2	2	5	-1.2	28
44	CN(C)CC(=O)Nc1ccc2cn[nH]c2c1	5.1	5	1	101	0.2	5	-2	-3	-1.2	-2
45	O=S(=O)(c1ccc(Cl)cc1)N1CCSC1c1ccco1 (stereo not drawn)	-2.5	3	0	100	-0.3	6	0	-6	-0.7	0
46	CC(=O)c1ccc(OCC(O)CN2CC(C)OC(C)C2)cc1 (stereo not drawn)	-3.5	11	1	105	0.0	11	0	4	-0.1	-1
47	Nc1cccnc1Sc1cc(Cl)cc(Cl)c1	2.0	2	-2	97	0.0	-1	-1	-1	-0.1	-5
48	Cc1ccc(C)c(NC(=O)Cn2nc(-c3ccccc3)nc2-c2ccccc2)c1	0.9	5	-1	94	0.0	2	5	-2	1.9	1
49	CCn1c(N2CCN(C(=O)C34CC5CC(CC(C5)C3)C4)CC2)nc2ccccc21	-2.3	9	-1	100	0.4	1	-4	3	-2.5	0
50	COc1ccc(CNS(=O)(=O)CCNCCc2ccccc2)cc1	5.9	-2	1	95	0.2	4	-2	5	2.6	-2

# Just aDG glyco act, for 2 of the compounds above:
cpd	smiles	aDG glyco act
26	O=C(/C=C/c1ccc2c(c1)OCO2)NCCSCc1ccc(Cl)cc1	0.0
27	COc1ccccc1C(CC(=O)O)c1ccc2c(c1)OCO2 (stereo not drawn)	-0.1

# Remaining list, next part.
no.	canonical_smiles	hiPSC survival	H9c2 protect	N-glyco inh	ABCB6 inh MLPCN	aDG glyco act	MC4R antagonist	m5-HT2A agonist	ABHD5-PLIN5 inh	MC4R ag barr	Granule exo inh
51	CCOc1ccccc1N(CC(=O)NC1CCCCC1)C(=O)CNC(=O)c1ccco1	-0.5	-5	1	105	0.1	7	0	12	-2.6	-1
52	CC(C)Oc1ccc(Br)cc1/C=N\NC(N)=S	0.4	-5	-7	98	0.4	10	2	-5	-0.6	-5
53	CC(C)N(Cc1cc2ccccc2[nH]c1=O)C(=O)c1ccco1	-0.4	13	-1	103	0.0	8	7	4	2.3	-1
54	CCOC(=O)c1ccc(NC(=S)N(CCCN2CCCC2)Cc2ccco2)cc1	1.0	6	-2	98	-0.2	-7	-7	-3	-1.5	0
55	CCOC(=O)c1c(O)c2ccccc2n(C)c1=O	-0.8	17	2	94	-0.4	7	3	8	-5.5	1
56	CCCCOC(=O)CCc1n[nH]c(=O)[nH]c1=O	0.7	0	0	94	0.5	1	3	1	-2.3	-1
57	CC(C)(C)n1nnnc1C(c1cccs1)N(Cc1cccnc1)Cc1ccccc1Cl (stereo not drawn)	0.4	15	1	99	-0.1	9	-1	-3	-1.0	1
58	COc1ccc(NS(=O)(=O)c2cc(NC(=O)CCNC(C)=O)ccc2N2CCOCC2)cc1	-0.5	0	0	102	-0.3	-6	-8	-15	0.8	-4
59	Nc1c(-c2ccccc2)c(CN2CCOCC2)nn1-c1cccc([N+](=O)[O-])c1	1.9	8	4	104	-0.1	12	-6	0	-1.3	4
60	O=C(Cn1nnc2ccccc21)Nc1ccccc1[N+](=O)[O-]	0.5	3	1	99	-0.3	12	-4	-4	2.5	2
61	Cc1cc(C)c(NC(=O)/C(=C/c2ccccc2)c2ccccc2)c(C)c1	-1.6	-11	-1	105	-0.1	8	0	-9	-1.4	0
62	CCc1nc(NCCCn2ccnc2)c2oc3ccccc3c2n1	-0.4	5	3	94	0.4	-1	-2	-2	1.5	1
63	N#CCC(=O)Nc1ccc(C(=O)OCC(=O)N(Cc2ccccc2)C2CCS(=O)(=O)C2)cc1 (stereo not drawn)	-0.8	0	3	91	-0.3	-5	3	4	-1.7	-1
64	O=C(NCc1ccccn1)c1ccc(S(=O)(=O)Nc2ccccc2F)cc1	-0.4	-2	-2	100	-0.2	1	-5	-6	-1.7	0
65	CCOC(=O)C1CCCN(C(=O)c2ccc(C)c(S(=O)(=O)N3CCCCC3)c2)C1 (stereo not drawn)	0.4	11	-1	94	1.3	2	-5	3	1.6	2
66	O=C(O)c1ccc(/C=N/Nc2nnnn2-c2ccccc2)cc1	-0.2	-2	1	100	0.1	15	-1	4	2.4	0
